High-throughput results from PubChem.
SENP8 inh – inhibitors of human SENP8 protease; Q96LD8; recombinant SENP8, Nedd8 substrate fluorescence; inhibition, % at 20 µM; 360,000 compounds, 0.64% hits; AID 602440; in the data active means inhibition mostly above about 40%, no sharp cut-off; inactive means mostly below about 27%
SENP1 FRET inh – blocks the human SENP1 SUMO protease catalytic domain; Q9P0U3; recombinant SENP1 catalytic domain, CyPet-SUMO1-YPet FRET cleavage; inhibition, % at 10 µM; 360,000 compounds, 0.21% hits; AID 624204;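 active means inhibition at least 30% at 10 µM, raw YFP signal under a set limit, fluorescence ratio 0.5 to 1.5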;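 further: 0% = enzyme with DMSO and 100% = no enzyme wells; some results filed as inactive read as strong as hits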
Target sequence (Q9P0U3 419-644 limits assumed): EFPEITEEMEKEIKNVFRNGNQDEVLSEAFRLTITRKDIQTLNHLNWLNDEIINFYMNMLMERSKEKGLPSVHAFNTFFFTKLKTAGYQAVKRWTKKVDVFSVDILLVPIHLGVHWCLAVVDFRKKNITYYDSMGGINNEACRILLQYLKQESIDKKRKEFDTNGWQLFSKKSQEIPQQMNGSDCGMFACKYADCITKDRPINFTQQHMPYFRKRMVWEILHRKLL
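Compound: 10 µM single point, 0.5% DMSO; Test system: hSENP1 catalytic domain, recombinant; Timing: 50 min reaction at room temperature; Technique: FRET, CFP and YFP emission; Control set: no-enzyme wells low, DMSO-plus-enzyme wells high control.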
MPTP inh – inhibitors of mitochondrial permeability transition pore; isolated mouse mitochondria, Ca2+ swelling absorbance, 30 min; inhibition, % at 10 µM; 360,000 compounds, 1.4% hits; AID 602449;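 active means inhibition of 50% or more, scaled per plate between neutral and stimulator controls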;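 further: 0% = DMSO wells given calcium and 100% = 1 mM EGTA wells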
ATG4B inh – inhibitors of human ATG4B cysteine protease; Q9Y4P1; ATG4B cleavage of LC3-PLA2, NBD-HPC fluorescence, 1 h; inhibition, % at 8.33 µM; 340,000 compounds, 0.51% hits; in the data active means inhibition above about 40%
Target sequence (Q9Y4P1 whole entry, looked up): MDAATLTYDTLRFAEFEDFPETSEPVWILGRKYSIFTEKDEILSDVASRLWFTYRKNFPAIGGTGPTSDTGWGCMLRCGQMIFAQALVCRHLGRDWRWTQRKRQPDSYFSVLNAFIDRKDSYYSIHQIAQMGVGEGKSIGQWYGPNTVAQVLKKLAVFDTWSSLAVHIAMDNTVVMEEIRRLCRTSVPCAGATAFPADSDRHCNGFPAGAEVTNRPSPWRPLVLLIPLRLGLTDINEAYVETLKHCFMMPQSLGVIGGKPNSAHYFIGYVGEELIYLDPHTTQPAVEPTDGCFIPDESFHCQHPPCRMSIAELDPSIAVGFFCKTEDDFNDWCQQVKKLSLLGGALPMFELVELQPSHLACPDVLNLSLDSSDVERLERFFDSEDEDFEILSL
SENP6 inh – SENP6 protease inhibition; Recombinant SENP6 catalytic domain, aminoluciferin luminescence; inhibition, % at 10 µM; Q9GZR1; 330,000 compounds, 1.8% hits;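 active means inhibition above about 50% at the single tested dose, limit read from the data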;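 further: plate controls were DMSO wells with enzyme for no effect and DMSO wells lacking enzyme for full effect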
Target sequence (Q9GZR1 628-1112 limits assumed): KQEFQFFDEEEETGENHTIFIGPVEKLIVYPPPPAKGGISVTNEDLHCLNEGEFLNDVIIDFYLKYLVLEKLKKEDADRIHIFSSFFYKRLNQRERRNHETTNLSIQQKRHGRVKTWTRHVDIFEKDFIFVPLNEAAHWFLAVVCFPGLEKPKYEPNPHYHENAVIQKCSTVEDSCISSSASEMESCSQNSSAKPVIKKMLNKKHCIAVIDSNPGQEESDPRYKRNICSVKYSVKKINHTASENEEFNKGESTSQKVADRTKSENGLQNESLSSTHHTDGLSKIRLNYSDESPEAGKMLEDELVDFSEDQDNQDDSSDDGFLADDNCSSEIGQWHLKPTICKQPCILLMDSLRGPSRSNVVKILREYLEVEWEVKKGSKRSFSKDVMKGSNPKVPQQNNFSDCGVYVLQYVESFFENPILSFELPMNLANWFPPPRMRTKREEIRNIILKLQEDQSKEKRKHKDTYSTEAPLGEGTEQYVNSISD
GRIN3A LBD mod – modulators (binders) of human NR3A ligand-binding domain; NR3A LBD differential scanning fluorimetry, Tm shift; 0% = protein alone, 100% = glycine-bound protein; Tm shift relative to glycine control, % at 25 µM; 340,000 compounds, 2.5% hits; AID 1259313;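 active means melting temperature shift of at least 10% of the positive control shift, at one fixed dose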
hIAP activ – increases human intestinal alkaline phosphatase activity; purified human IAP, CDP-Star luminescence, 30 min; stronger effect = higher value; 1 = vehicle-only enzyme, 0 = enzyme-free background; activation factor at 10 µM; 330,000 compounds, 0.16% hits;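 active means activation factor of the enzyme at least 2-fold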; further: the source names both 10 and 20 µM as test concentration; values of inactives mirror those of a sister screen read the other way
PfGluPho inh – PfG6PD (Plasmodium falciparum) enzyme inhibition; PfGluPho enzyme, NADPH resazurin-diaphorase fluorescence; inhibition, % at 20 µM; 350,000 compounds, 0.78% hits; AID 504690;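 active means inhibition reaching at least a set limit at 20 µM in the primary screen, cut at about 59% in these data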;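 further: 0% = DMSO wells with substrate and 100% = DMSO wells lacking glucose-6-phosphate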
An asterisk follows results filed as active; i = inactive; nt = not tested or not shown.

nr | SMILES | SENP8 inh | SENP1 FRET inh | MPTP inh | ATG4B inh | SENP6 inh | GRIN3A LBD mod | hIAP activ | PfGluPho inh
1 | CCCCN(C)S(=O)(=O)c1c(C)[nH]c(=O)[nH]c1=O | 13 | 2 | 0.7 | -10 | -5 | -1 | 1.2 | 5
2 | Cc1cc2c(cc1C)NC(c1c(C)n(C)n(-c3ccccc3)c1=O)C1=C(CC(C)(C)CC1=O)N2 (stereo not drawn) | -171 | -22 | -0.5 | -2 | 10 | -4 | 1 | 20
3 | COc1ccc2cc(-c3cc(C(=O)OCC(=O)Nc4c(C)n(C)n(-c5ccccc5)c4=O)c4ccccc4n3)ccc2c1 | -388 | -26 | 2.4 | -9 | nt | -1 | nt | -2
4 | CCc1nc(N2CCC3(CC2)OCCO3)c2nnn(Cc3ccccc3)c2n1 | 27 | 1 | 1.2 | 9 | -17 | -2 | 0.94 | 7
5 | O=C(CC(NC(=O)c1ccccc1Cl)c1ccccc1)NC1=NCCS1 (stereo not drawn) | 1 | -3 | 2.3 | -10 | 7 | -1 | 1.1 | 5
6 | CCOC(=O)CSc1ccc(C(=O)Nc2ccc(Cl)cc2)cn1 | 4 | 3 | -0.8 | 2 | -30 | -13 | 0.86 | 19
7 | O=C(C=CC(=O)OC1CCCCC1)OC1CCCCC1 | 8 | 0 | -0.8 | -2 | nt | -1 | nt | 2
8 | CCOC(=O)N1CCN(CC(=O)Nc2cc(OCC)ccc2OCC)CC1 | 17 | 1 | 6.4 | -2 | 0 | -7 | 1 | -13
9 | O=C(CCC(=O)c1cccs1)Nc1ncccc1O | -7 | -4 | -2.3 | 4 | 7 | -1 | 0.92 | 13
10 | O=Cc1c(-c2ccccc2)nc2ccccn12 | 26 | 3 | 1.1 | -5 | -2 | -1 | 0.92 | -3
11 | C=CCN1C(=O)/C(=C2/Sc3ccc(OC)cc3N2CC)SC1=S | 18 | -26 | 3.1 | -5 | -8 | 1 | 1.1 | 11
12 | COc1ccc(CNC(=O)COc2ccccc2C(=O)c2cnn(-c3ccccc3)c2)cc1OC | 14 | -27 | 1.1 | 6 | 82* | 0 | 0.9 | 5
13 | N#Cc1ccc(N/N=C/c2cn(-c3ccccc3)nc2-c2ccccc2)c([N+](=O)[O-])c1 | 16 | 1 | 2.4 | 3 | -16 | -2 | 0.79 | -20
14 | N=c1ccn(CC(=O)c2ccc(-c3ccccc3)cc2)cc1 | -4 | -1 | 1.7 | 2 | -8 | 1 | 1.1 | 15
15 | COc1ccc(-c2cc(C(F)(F)F)nc(-n3ccnc3C)n2)cc1 | -284 | -1 | -2.0 | -14 | -1 | -7 | 0.94 | 7
16 | CC(CC(C)C(=O)Nc1ccccc1C(C)(C)C)C(=O)O (stereo not drawn) | 13 | -1 | -2.7 | -4 | -26 | -3 | 1.1 | 0
17 | COc1ccc(Cn2c(O)cc(=O)[nH]c2=O)cc1 | 22 | -7 | 1.3 | -26 | -6 | -2 | 0.87 | 10
18 | O=C(Nc1ccc2oc(-c3ccccc3)nc2c1)c1ccccc1F | -134 | 1 | 0.7 | -12 | -18 | -14 | 1.1 | 14
19 | CC1CCN(c2ccccc2NC(=O)c2ccc(Br)o2)CC1 | 4 | -2 | 2.0 | 10 | -7 | 1 | 1.1 | -11
20 | CCOC(=O)c1c(NC(=O)COC(=O)c2cc(OC)c(OC)cc2[N+](=O)[O-])sc(C)c1CC | 7 | -2 | -13 | -1 | -1 | 1 | 0.84 | -12
21 | CCCNc1nc2c(c(=O)[nH]c(=O)n2C)n1CCC(C)C | 27 | -1 | -3.0 | -11 | -22 | 0 | 1.1 | -19
22 | COc1ccccc1N(CC(=O)NCCSCc1ccccc1)S(=O)(=O)c1ccc(C)cc1 | 11 | 1 | 1.0 | 1 | 5 | -2 | 1.2 | 7
23 | CCC(Cc1ccccc1)NC(=O)CCc1ccccc1 (stereo not drawn) | 20 | 0 | 1.5 | 1 | -2 | -3 | 1.1 | 5
24 | COc1ccccc1-c1cc(-c2cc(Cl)ccc2O)n[nH]1 | 13 | -1 | -0.1 | 2 | 5 | 2 | 1.1 | -8
25 | O=C(CN1CCCC1)Nc1sc2c(c1C(=O)Nc1ccc(Br)cc1)CCC2 | -146 | -4 | 2.7 | 1 | 7 | -2 | 1.4 | 3
26 | COCCNc1nc2ccccc2n1CC(=O)c1ccc(OC)c(OC)c1 | 10 | 1 | -0.3 | 3 | -8 | 1 | 1.1 | -12
27 | COc1ccc(C(C)(C)C)cc1NC(=O)CSc1ncn[nH]1 | 3 | 0 | -0.4 | 0 | -13 | 1 | 1.3 | 9
28 | O=C(O)c1cccnc1C(=O)c1ccccc1 | 14 | 2 | 0.7 | 0 | -2 | -1 | 1.1 | 4
29 | CCOC(=O)NN1C(=O)c2ccccc2NC1C (stereo not drawn) | -356 | -6 | -1.0 | -1 | 6 | -1 | 1 | 8
30 | O=C(CCN1CCOCC1)N1CCCC(Nc2ccc(F)cc2)C1 (stereo not drawn) | 11 | 0 | -0.5 | -6 | -2 | -1 | 1.1 | 10
31 | COc1ccc(-c2noc(CN3CCC(Cc4ccccc4)CC3)n2)cc1 | 8 | -3 | -2.6 | 7 | 1 | 1 | 0.94 | 0
32 | CNC(=O)C1CCN(S(=O)(=O)c2c(C)noc2/C=C/N(C)C)CC1 | 16 | 2 | -0.2 | -1 | 2 | 1 | 0.87 | 17
33 | CCOc1ccccc1CN1CCN(Cc2nc3ccccc3s2)CC1CCO (stereo not drawn) | 7 | -3 | 0.4 | 2 | 4 | 0 | 0.98 | 0
34 | Cc1ccc(CN2CCN(C3CCOCC3)CC2CCO)cc1 (stereo not drawn) | 7 | 0 | -2.1 | -2 | -17 | -1 | 0.9 | -9
35 | O=C(Oc1cccc(N2C(=O)C3C4c5ccccc5C(c5ccccc54)C3C2=O)c1)c1ccco1 (stereo not drawn) | 13 | 3 | -0.6 | 5 | -16 | 1 | 0.93 | -7
36 | CN1CCN(CCCNC(=O)c2ccc(/C=C3\Sc4ccccc4N(Cc4ccc(F)cc4)C3=O)cc2)CC1 | -26 | -14 | -3.0 | 6 | nt | -2 | nt | -22
37 | Cc1ccc(NC(=O)c2cc(Cl)nc3ccccc23)cc1 | 14 | 2 | 12 | 10 | -11 | -1 | 0.94 | 6
38 | Cc1nn(CC(=O)NCc2ccccc2Cl)c(C)c1[N+](=O)[O-] | 11 | 1 | 0.0 | 3 | -5 | 2 | 1.1 | 2
39 | CN(C)C(=O)CSc1nnc(CCCCCNC(=O)OC(C)(C)C)o1 | 17 | -2 | 0.5 | 0 | 2 | -2 | 1.2 | -8
40 | COc1ccc(-c2cc(-c3ccc(Br)cc3)nc3ncnn23)cc1OC | i | -27 | -1.6 | -6 | -13 | -1 | 0.97 | -6
41 | CCOc1cccc(C(=O)Nc2ccc3c(c2)OCCO3)c1 | 15 | 1 | -1.0 | -11 | 69* | 0 | 1.2 | 14
42 | COc1ccc(S(=O)(=O)N2CCCC2CNC(=O)C(=O)NCc2ccccn2)cc1 (stereo not drawn) | 8 | 1 | -1.5 | -1 | -4 | 2 | 1.1 | -5
43 | CC1(C)CC(=O)C(c2c[nH]c3ccccc23)C(=O)C1 | -16 | -4 | -3.5 | 6 | 6 | 4 | 1 | -10
44 | O=C(COC(=O)C1CC(=O)N(Cc2ccco2)C1)Nc1ccccc1[N+](=O)[O-] (stereo not drawn) | 13 | -1 | -1.3 | -10 | -4 | 0 | 1.2 | -2
45 | Cc1ccc(C2CC(=O)Oc3cc(C)cc(C)c32)cc1 (stereo not drawn) | 16 | -2 | -0.3 | 1 | nt | 0 | nt | -6
46 | CC(=O)Nc1ccccc1C(=O)N1CC(C)OC(C)C1 (stereo not drawn) | 34 | 1 | -0.7 | 0 | -1 | -10 | 0.86 | -3
47 | CC(=O)N1CCC(C(=O)OCc2ccc(Cl)cc2)(c2ccccc2)CC1 | 6 | 1 | -0.4 | -6 | -9 | -1 | 1 | -9
48 | CCN(C(=O)CN1CCN(S(=O)(=O)c2cc(Cl)ccc2Cl)CC1)c1c(N)n(Cc2ccccc2)c(=O)[nH]c1=O | 0 | -7 | -3.3 | 0 | -10 | -2 | 0.99 | -22
49 | C[C@@H]1CN([C@@H](C)CO)C(=O)CCCn2nncc2CO[C@@H]1CN(C)C(=O)Nc1ccc(C(F)(F)F)cc1 | -26 | 3 | 2.2 | nt | nt | nt | nt | 17
50 | Nc1ccc(C(=O)O)cc1[N+](=O)[O-] | 18 | 3 | -0.6 | -23 | -12 | 0 | 0.95 | 1

An excerpt of these results, with values under each structure.
The line under a structure holds: SENP8 inh	SENP1 FRET inh	MPTP inh	ATG4B inh	SENP6 inh	GRIN3A LBD mod	hIAP activ	PfGluPho inh
#42 COc1ccc(S(=O)(=O)N2CCCC2CNC(=O)C(=O)NCc2ccccn2)cc1 (stereo not drawn)
  8	1	-1.5	-1	-4	2	1.1	-5
#44 O=C(COC(=O)C1CC(=O)N(Cc2ccco2)C1)Nc1ccccc1[N+](=O)[O-] (stereo not drawn)
  13	-1	-1.3	-10	-4	0	1.2	-2
#45 Cc1ccc(C2CC(=O)Oc3cc(C)cc(C)c32)cc1 (stereo not drawn)
  16	-2	-0.3	1	nt	0	nt	-6

The list goes on:
nr | SMILES | SENP8 inh | SENP1 FRET inh | MPTP inh | ATG4B inh | SENP6 inh | GRIN3A LBD mod | hIAP activ | PfGluPho inh
51 | Cc1cc(N2C(=O)C3C4CC(C(Br)C4Br)C3C2=O)no1 (stereo not drawn) | 10 | 2 | -0.8 | 5 | -4 | 2 | 1.1 | -16
52 | CCCNC(=O)C1CC(=O)N(c2ccc(OCc3ccc(Cl)cc3)cc2)C1 (stereo not drawn) | 4 | 2 | 8.8 | 1 | 84* | -2 | 1 | -3
53 | COc1ccc(C(=O)CSC2=C(C#N)C3(CCCCC3)C(C#N)=C(N)N2)cc1 | 9 | -6 | 5.1 | -4 | -13 | 0 | 0.98 | -9
54 | COC(=O)c1cc(NC(=O)Nc2ccccc2)ccc1Cl | 2 | 0 | 76* | 1 | 18 | 39* | 1 | 19
55 | Cc1cccc(Nc2nnc(SCC(=O)NC3CCCc4ccccc43)s2)c1 (stereo not drawn) | 20 | 3 | 1.7 | 20 | 0 | -4 | 1.3 | 1
56 | CC(C)/C=C(/C(=O)c1ccc(Cl)cc1Cl)n1cncn1 | 15 | 2 | 0.7 | 3 | 0 | 8 | 0.87 | -3
57 | O=C(CCn1cccn1)N1CCCC(N2CCN(c3cccc(Cl)c3)CC2)C1 (stereo not drawn) | 4 | 1 | -1.4 | 15 | 8 | -2 | 1 | -3
58 | COc1ccc(/C=C/C(=O)Nc2cc(S(=O)(=O)N3CCOCC3)ccc2C)cc1OC | -460 | 2 | 0.5 | -13 | -14 | 1 | 1.1 | -3
59 | CCOc1cc(C2NC(=O)NC(C)=C2C(=O)OC(C)CC)cc(Br)c1O (stereo not drawn) | 15 | 2 | 0.1 | -2 | 4 | 3 | 1 | 15
60 | COc1cc(S(=O)(=O)N2CCCCC2)ccc1NC=O | 9 | 1 | -9.4 | 6 | -1 | 1 | 0.99 | -10
61 | Cn1c(NC(=O)C[n+]2cc(-c3ccc(Cl)cc3)n3c2CCC3)cc(=O)n(C)c1=O | -12 | -3 | 0.7 | 9 | 1 | -5 | 0.88 | -17
62 | CCCc1ccc(OCC(O)CN2CCCC2)cc1 (stereo not drawn) | 11 | 0 | -0.6 | 4 | 6 | -2 | 1.3 | -10
63 | COc1ccc(S(=O)(=O)Nc2cccc3c2O[C@H](CN(C)S(=O)(=O)c2ccc(Cl)cc2)[C@H](C)CN([C@H](C)CO)C3=O)cc1 | -4 | 0 | 0.7 | -15 | -5 | -9 | 1 | 12
64 | CCc1ccc(-c2n[nH]nc2C2=CC(=O)C[C@H](c3ccc(F)cc3)C2)cc1 | -22 | 0 | 24 | nt | nt | nt | nt | -12
65 | O=C(O)c1cccc(N2CCCC2)c1 | i | -9 | -1.6 | -3 | 4 | 3 | 1.1 | 10
66 | COc1ccc(NC(=O)CNc2cccc(C#N)c2)cc1Cl | -208 | 0 | -1.7 | -13 | 2 | 1 | 1 | 7
67 | O=C(COc1ccc(C(=O)O)cc1)Nc1cccc(C(F)(F)F)c1 | 0 | -1 | -1.3 | -7 | -2 | -4 | 1.1 | -30
